# Screens (PubChem BioAssay)
# MIN6 prolif – inducers of beta-cell replication in MIN6 cells. AID 2380. MIN6 cells proliferation, ATPlite luminescence, 48 h; cells starved in 0.2% serum; 100% = growth in 10% serum. 330,000 compounds, 0.29% hits. proliferation, % at 10 µM;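 active means compounds whose signal lies at least 3.5 SD above the mean of all wells on their plate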;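 further: 0% = DMSO-treated cells in low-serum medium and 100% = 10% serum control; some compounds called inactive have numbers as strong as hits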
# mIAP inh – mouse IAP inhibition. purified mouse IAP, CDP-Star luminescence, 30 min. inhibition, % at 10 µM. 330,000 compounds, 0.2% hits. AID 2806;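 active means inhibition of at least 40% at 10 µM in the primary screen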;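 further: plate controls were DMSO with enzyme for no effect and no enzyme wells for full effect; values of inactives mirror those of a sister screen read the other way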
# SENP1 FRET inh – inhibitors of human SENP1 SUMO protease catalytic domain. Q9P0U3. recombinant SENP1 catalytic domain, CyPet-SUMO1-YPet FRET cleavage. inhibition, % at 10 µM. 360,000 compounds, 0.21% hits. AID 624204;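 active means inhibition at least 30% at 10 µM, raw YFP signal under a set limit, fluorescence ratio 0.5 to 1.5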;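 further: 0% = enzyme with DMSO and 100% = no enzyme wells; some results filed as inactive read as strong as hits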
# Target sequence (Q9P0U3 419-644 limits assumed): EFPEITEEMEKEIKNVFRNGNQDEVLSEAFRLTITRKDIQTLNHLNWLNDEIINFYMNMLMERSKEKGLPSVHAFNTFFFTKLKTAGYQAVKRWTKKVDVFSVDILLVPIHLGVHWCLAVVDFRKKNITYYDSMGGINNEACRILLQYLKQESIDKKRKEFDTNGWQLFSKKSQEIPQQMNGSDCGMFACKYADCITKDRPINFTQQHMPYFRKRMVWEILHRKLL
#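 Test system: recombinant human SENP1 catalytic domain, His6-tagged / Medium: pH 8 Tris buffer with EDTA, NaCl, BME, BSA, NP40, catalase / Also added: SUMO1 FRET substrate flanked by Cypet and Ypet, 25 nM / Times: 50 min reaction at room temperature / Signal: FRET, CFP and YFP emission / Control set: no-enzyme low control and enzyme-plus-DMSO high control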
# APOBEC3A inh – human APOBEC3A DNA deaminase inhibition | recombinant A3A, FAM/TAMRA ssDNA deamination fluorescence | inhibition, % at 20 µM | 330,000 compounds, 0.41% hits | P31941;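 active means at least 40% inhibition at 20 µM here, with at most 30% in a related deaminase screen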;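 further: plate controls were A3A with DMSO for no effect and wells lacking A3A enzyme for full effect; some results filed as inactive read as strong as hits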
# Target sequence (P31941 whole entry, looked up): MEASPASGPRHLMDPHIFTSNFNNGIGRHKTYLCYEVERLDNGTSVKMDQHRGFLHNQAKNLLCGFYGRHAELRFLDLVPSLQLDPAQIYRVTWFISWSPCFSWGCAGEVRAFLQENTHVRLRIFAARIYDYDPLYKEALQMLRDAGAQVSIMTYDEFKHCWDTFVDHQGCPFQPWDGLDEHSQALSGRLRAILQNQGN
# hIAP block – human IAP inhibition; inhibition, % at 10 µM; P09923; purified IAP, CDP-Star luminescence, 30 min; 330,000 compounds, 0.12% hits;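 active means inhibition reaching a set limit with compound at 10 µM in the primary screen, cut at about 35% in these data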;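 further: plate controls were DMSO wells with enzyme for no effect and no-enzyme buffer wells for full effect; values of inactives mirror those of a sister screen read the other way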
# Target sequence (P09923 whole entry, looked up): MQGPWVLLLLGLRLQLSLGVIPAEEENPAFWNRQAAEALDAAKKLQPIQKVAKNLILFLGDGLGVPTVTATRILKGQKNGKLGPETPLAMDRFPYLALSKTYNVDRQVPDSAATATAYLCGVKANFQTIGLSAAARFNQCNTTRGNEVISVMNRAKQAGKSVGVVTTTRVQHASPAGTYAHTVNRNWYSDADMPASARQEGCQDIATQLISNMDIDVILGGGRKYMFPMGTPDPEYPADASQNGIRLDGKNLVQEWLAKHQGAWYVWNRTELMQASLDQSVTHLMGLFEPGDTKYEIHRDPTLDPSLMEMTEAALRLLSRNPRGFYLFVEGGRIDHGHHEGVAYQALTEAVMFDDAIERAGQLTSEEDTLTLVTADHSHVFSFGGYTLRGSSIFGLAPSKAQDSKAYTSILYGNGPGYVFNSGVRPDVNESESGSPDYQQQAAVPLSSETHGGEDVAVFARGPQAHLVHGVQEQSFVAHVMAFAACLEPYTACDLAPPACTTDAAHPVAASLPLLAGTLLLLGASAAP
# APOBEC3G inh – inhibitors of human APOBEC3G DNA deaminase; 330,000 compounds, 0.28% hits; recombinant A3G, ssDNA deamination FAM/TAMRA fluorescence; inhibition, % at 20 µM; Q9HC16;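 active means inhibition of at least 40% at 20 µM, with no more than 30% in the related APOBEC3A deaminase screen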;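 further: plate controls were DMSO wells with A3G for no effect and wells lacking A3G enzyme for full effect; some compounds called inactive have numbers as strong as hits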
# hIAP act – human IAP activation. AID 2524. purified human IAP, CDP-Star luminescence, 30 min; hits give high values; 1 = vehicle-only enzyme, 0 = enzyme-free background. activation factor at 10 µM. 330,000 compounds, 0.16% hits. P09923;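 active means activation factor of the enzyme at least 2-fold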; further: the source names both 10 and 20 µM as test concentration; values of inactives mirror those of a sister screen read the other way
# NALP3 yeast inh – blocks the NALP3 inflammasome reconstituted in yeast. Yeast reconstituted NLRP3/ASC/caspase-1, beta-gal luminescence, 24 h. inhibition, % at 10 µM. 330,000 compounds, 0.39% hits;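 active means inhibition of 50% or more; inactive means inhibition below 50%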;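 further: plate controls were induced DMSO wells for no effect and uninduced yeast grown without galactose for full effect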
# mIAP activ – mouse IAP activation; muIAP, CDP-Star luminescence, 30 min; hits give high values; 1 = vehicle-only enzyme signal, 0 = enzyme-free wells; activation factor at 10 µM; 330,000 compounds, 0.24% hits; AID 2805;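 active means activation factor of at least 2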; further: the source names both 10 and 20 µM as test concentration; values of inactives mirror those of a sister screen read the other way
#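 Assay system: mouse IAP enzyme; Reagent: CDP-Star chemiluminescent phosphatase substrate; Compound: DMSO-dissolved test compounds; Incubation: 30 min, room temperature; Technique: luminescence from enzymatic CDP-Star hydrolysis; Controls: DMSO-only wells and no-enzyme negative control.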
# The depositor's hits bear a star; . = not tested or not shown. Some of the compounds tested, so the mix of outcomes need not match the whole.
SMILES,MIN6 prolif,mIAP inh,SENP1 FRET inh,APOBEC3A inh,hIAP block,APOBEC3G inh,hIAP act,NALP3 yeast inh,mIAP activ
CC(C)[C@H](NC(=O)OC(C)(C)C)C(=O)N/N=C/c1cccc2nccnc12,-1.3,-11.0,1.2,0.6,5.0,-1.9,0.95,16.0,1.11
CCC(C(=O)OC)n1cnc2c(nnn2-c2ccc(F)cc2)c1=O (stereo not given),1.4,-3.3,0.1,3.6,11.0,0.9,0.89,12.7,1.03
CCSc1nnc(SCC(=O)N2CCN(C(=O)c3ccco3)CC2)s1,-3.1,3.7,-0.1,-0.1,7.8,-9.8,0.922,11.2,0.963
Cc1ccc2[nH]c(=O)c(Cc3ccccc3)c(O)c2c1,-1.1,0.3,-0.1,-5.1,-2.3,-2.1,1.02,5.5,0.997
COC(=O)c1cc(NC(=O)Cc2ccc(OC)cc2)cc(C(=O)OC)c1,1.4,-6.6,9.5,8.6,-15.8,2.4,1.16,26.0,1.07
Cc1ccc(Nc2nc(NCCCN3CCOCC3)nc(N)c2[N+](=O)[O-])cc1,-1.8,-1.6,2.1,-2.5,3.1,-9.6,0.969,15.3,1.02
O=S(=O)(NC1CCC(NS(=O)(=O)c2c(F)cccc2F)CC1)c1ccc2c(c1)OCCO2 (stereo not given),-1.3,-7.7,-0.3,-2.9,-7.9,-3.2,1.08,-1.0,1.08
CC[n+]1ccc(C)c2cc(S(=O)C(F)(F)F)ccc21 (stereo not given),-1.5,-5.6,-11.0,2.5,-23.8,-0.9,1.24,10.8,1.06
O=C(CN(Cc1cccs1)C(=O)CNS(=O)(=O)c1ccccc1)NC1CCCC1,-4.0,3.2,0.5,-1.3,-14.5,-5.7,1.15,6.8,0.968
O=C(CSc1nnc(NC(=O)c2c(F)cccc2F)s1)NCC1CCCO1 (stereo not given),-2.8,2.4,0.3,-4.5,-17.6,-9.5,1.18,0.0,0.976
CCOc1ccc(CNC(=O)CCCc2cn(C)c3ccccc23)cc1OC,-0.9,-1.0,-2.9,-2.5,-13.8,6.2,1.14,12.4,1.01
CCC(C)NC(=O)c1ccc(CS(=O)(=O)Cc2ccc(Cl)cc2)o1 (stereo not given),-2.3,13.7,1.4,2.6,24.4,-12.4,0.756,-11.0,0.863
COc1ccc(S(=O)(=O)Nc2ccc3c(c2)n(C)c(=O)n3C)cc1C,-1.4,7.7,-0.4,-1.8,-5.6,-9.0,1.06,16.7,0.923
Nc1nc(N2CCOCC2)nc(N(c2ccccc2)c2ccccc2)n1,7.1,-3.9,0.7,-2.0,5.7,-2.5,0.943,13.3,1.04
CCOc1ccc(C(=O)COC(=O)Cn2cnc3c2c(=O)n(C)c(=O)n3C)cc1,-1.3,-15.1,-0.7,1.8,-8.6,-5.1,1.09,3.2,1.15
O=C(CCl)N(C1CCCC1)C1CCS(=O)(=O)C1 (stereo not given),-4.3,4.9,0.3,-3.5,17.9,-15.6,0.821,9.4,0.951
CCN(CC)c1ccc(/C=C2\SC(N)=NC2=O)cc1,2.5,23.2,-25.2,-10.2,-9.9,-10.1,1.1,21.4,0.768
COc1ccc(/C=C2\N=C(c3ccccc3)NNC2=O)cc1,-0.7,2.8,2.2,-1.7,8.1,-7.9,0.919,13.8,0.972
O=C(OCc1ccccc1)N1CCOCCOCCN(C(=O)OCc2ccccc2)CCOCCOCC1,1.8,-15.5,3.3,-3.2,1.7,-2.4,0.983,7.3,1.16
CC1(C)CC(=O)C(C(=O)CCCCC(=O)C2C(=O)CC(C)(C)CC2=O)C(=O)C1,0.0,4.8,1.0,-0.4,22.6,-1.5,0.774,1.7,0.952
CC1CCN(S(=O)(=O)c2ccc(NC(=O)CNC3CCCCC3)cc2)CC1,-2.8,-5.8,1.3,-3.7,-5.6,-8.4,1.06,17.6,1.06
CCOC(=O)C1(CCOc2ccccc2)CCN(Cc2cccc(OCCO)c2)CC1,-2.3,3.4,-2.4,-3.3,-3.5,-3.5,1.03,18.8,0.966
COc1cccc(NC(=O)CC2C(=O)NC3CCCCC3N2C(=O)c2ccccc2)c1 (stereo not given),-2.4,6.4,0.4,-2.9,-7.7,-4.7,1.08,3.6,0.936
O=C(CSc1ncn(-c2ccccc2)n1)c1cccs1,-0.6,0.0,1.2,0.3,8.7,-0.5,0.913,19.9,1
CN(C)c1ccc(C(=S)N2CCN(c3ccccc3)CC2)cc1,-0.8,5.3,0.0,-5.1,-17.3,-4.9,1.17,3.8,0.947

# (next part)
SMILES,MIN6 prolif,mIAP inh,SENP1 FRET inh,APOBEC3A inh,hIAP block,APOBEC3G inh,hIAP act,NALP3 yeast inh,mIAP activ
CCCCNC1=NCCS1,-3.0,-5.5,0.2,6.6,-2.7,-1.9,1.03,-13.9,1.05
CC(C)C[C@H](NC(=O)N1CCn2c1nc1ccccc12)C(=O)NC1CC1,1.2,-0.1,2.5,1.5,-17.4,-2.9,1.17,7.1,1
COc1ccc(N2C(=O)NC(NC(=O)c3cccnc3)(C(F)(F)F)C2=O)cc1 (stereo not given),-1.3,4.4,7.5,3.2,-12.5,0.3,1.12,5.1,0.956
COC(=O)C(C)NC(=O)C1CCCN1C(=O)CNC(=O)OCc1ccccc1 (stereo not given),-2.3,-3.1,-0.7,1.8,8.6,-5.1,0.914,-3.8,1.03
CCN(CC)C(=O)c1cc2c(=O)n3cccc(C)c3nc2n1C,2.8,-1.1,-15.3,-1.1,20.3,-4.4,0.797,1.7,1.01
CC(C)OC(=O)C(CC(=O)O)NCc1ccccc1 (stereo not given),2.7,-4.2,-0.4,-1.7,9.6,-3.7,0.904,9.9,1.04
CCOC(=O)c1c(C)[nH]c(N=Nc2ccc(OC)cc2)c1C,-3.4,25.4,-0.9,-1.0,5.4,-5.5,0.946,13.5,0.746
COc1cc(C)c(S(=O)(=O)N2CCN(C)CC2)cc1C,0.0,-7.6,0.7,-0.3,2.6,0.1,0.974,13.1,1.08
CCC(C)(C)NC(=O)C(Sc1ccccc1)c1ccccc1 (stereo not given),1.4,-3.0,1.1,5.8,-14.3,0.8,1.14,21.3,1.03
CC(C)=CCC/C(C)=C/C=N/NC(=O)c1ccc([N+](=O)[O-])cc1,-2.0,7.6,2.4,-3.6,-6.8,-4.7,1.07,8.2,0.924
CCOc1cc(C2/C(=C(/O)c3ccc(OC)cc3)C(=O)C(=O)N2CC2CCCO2)ccc1O (stereo not given),2.4,4.3,.,-6.7,18.6,-9.1,0.814,8.9,0.957
O=C(O)Cc1c(-c2ccccc2)c2cc(Cl)ccc2[nH]c1=O,-0.9,4.5,1.7,-1.1,5.8,-6.1,0.942,7.4,0.955
Nc1ccc(Cc2nc3c(ccc4ccccc43)[nH]2)cc1,0.0,-7.0,-3.2,-4.0,-21.9,-2.5,1.22,12.5,1.07
COc1cc2c(=O)c(-c3ccc(O)cc3)coc2cc1OC1OC(CO)C(O)C(O)C1O (stereo not given),-0.4,-1.1,0.2,-4.0,-12.7,-12.4,1.13,2.9,1.01
O=C(O)c1nn(Cc2csc(-c3ccccc3)n2)c(=O)c2ccccc12,-1.3,-4.5,1.7,3.2,5.2,-8.3,0.948,19.1,1.04
CCOc1cc(-c2noc(CCC(=O)NCC3CCCO3)n2)ccc1OC (stereo not given),1.3,-0.9,-0.8,-2.0,-2.0,-0.8,1.02,-3.1,1.01
CCOC(=O)c1c(NC(=O)COC(=O)C2CCC2)sc(C(=O)N(C)C)c1C,-1.7,2.7,-0.7,2.3,-7.5,-1.2,1.07,20.7,0.973
CN1C(=O)C(C)(C)c2cc(S(=O)(=O)N3CCCC(C(=O)Nc4ccc(Cl)cc4)C3)ccc21 (stereo not given),-3.5,-23.8,0.8,-3.3,-8.2,-7.6,1.08,2.9,1.24
CCN1C(=O)C(O)(CC(=O)/C=C/C=C/c2ccccc2)c2ccccc21 (stereo not given),-3.9,-1.8,-0.1,-0.6,16.7,-0.3,0.833,7.0,1.02
CCc1ccc(C(C)NC(=O)COC(=O)c2ccc(-n3cnnn3)cc2)cc1 (stereo not given),-2.9,-0.6,1.0,1.6,-8.1,1.3,1.08,-1.8,1.01
CCOc1ccc(CN(C)C(=O)CNC(=O)c2sc3ccccc3c2Cl)cc1,-4.5,-4.4,2.2,-1.8,-8.8,-7.2,1.09,39.6,1.04
COc1ccc(/C=C/C(=O)NCCc2nc3ccccc3[nH]2)cc1,2.6,3.2,0.9,0.3,6.2,1.0,0.938,6.2,0.968
O=C(Nc1ccc2[nH]c(=S)sc2c1)c1ccccc1,-3.4,3.9,-6.5,-2.5,-13.4,-2.3,1.13,17.7,0.961
O=C(c1ccco1)N1CCN(C(=S)Nc2cccc([N+](=O)[O-])c2)CC1,-4.0,2.1,1.8,-2.2,-4.5,-8.0,1.04,17.5,0.979
CCc1nc(Sc2nc(C)cc(C)n2)c2oc3ccccc3c2n1,1.5,-2.5,-5.0,-3.4,1.2,-6.5,0.988,28.1,1.02

# The list goes on, overlapping the part above by three compounds.
SMILES,MIN6 prolif,mIAP inh,SENP1 FRET inh,APOBEC3A inh,hIAP block,APOBEC3G inh,hIAP act,NALP3 yeast inh,mIAP activ
O=C(Nc1ccc2[nH]c(=S)sc2c1)c1ccccc1,-3.4,3.9,-6.5,-2.5,-13.4,-2.3,1.13,17.7,0.961
O=C(c1ccco1)N1CCN(C(=S)Nc2cccc([N+](=O)[O-])c2)CC1,-4.0,2.1,1.8,-2.2,-4.5,-8.0,1.04,17.5,0.979
CCc1nc(Sc2nc(C)cc(C)n2)c2oc3ccccc3c2n1,1.5,-2.5,-5.0,-3.4,1.2,-6.5,0.988,28.1,1.02
COC(=O)c1nc2n(n1)C(c1cccc(Cl)c1)C1=C(CCCC1=O)N2 (stereo not given),-0.2,11.2,-2.8,-4.7,-2.7,-5.3,1.03,8.9,0.888
Cc1cccc(C2CC3(CC(C)(C)NC(=S)N3)Oc3cc(O)ccc32)c1 (stereo not given),-2.2,2.0,0.8,-1.7,1.3,-2.7,0.987,20.1,0.98
Cc1nc(N2CCCC2)c2ccsc2n1,6.4,-1.3,-3.6,4.4,-5.7,-1.1,1.06,17.7,1.01
Cc1cc2c(cc1C)C(=O)NC(C)(C)C2,-3.1,1.9,1.2,0.2,-15.8,-1.0,1.16,15.2,0.981
O=C(Nc1cccc(C(F)(F)F)c1)/C(=C/c1ccco1)NC(=O)c1cccs1,-1.5,9.3,-9.1,-2.5,5.0,-3.2,0.949,3.3,0.907
CCCCn1c(N)c(N(C)C(=O)c2ccc(Br)o2)c(=O)[nH]c1=O,-1.8,6.5,-1.6,0.6,-8.1,-3.9,1.08,-14.4,0.935
COc1cc(NC(=O)Nc2ccccc2OC)c(OC)cc1NC(=O)CN1CCCCC1,-2.5,6.7,-2.6,-1.8,5.0,-6.4,0.95,16.5,0.933
COc1ccc(N2C(=O)C3C(C2=O)C(C(=O)c2ccc(Cl)cc2)N2CCCC32)cc1 (stereo not given),2.6,11.2,71.4*,-3.4,-19.1,-6.3,1.19,16.4,0.888
O=C(NCCOc1nc(N2CCCCC2)nc(N2CCCCC2)n1)Nc1ccccc1,-4.5,-88.9,1.2,0.5,-2.2,-5.1,1.02,5.3,1.89
